# TPT1 inh – inhibitors of Candida albicans tRNA 2'-phosphotransferase TPT1; recombinant caTPT1, FP RNA substrate dephosphorylation; AID 1962; inhibition, % at 5 µM; actives 0.81% (n = 300,000);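 active means inhibition above the mean of all tested compounds plus 3 SD, set per screening campaign, cut at about 24% in these data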;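 further: plate controls were DMSO alone for no effect and ferristatin control at 100 nM for full effect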
# PREPL inhibitor – human PREPL enzyme inhibition; Q4J6C6; recombinant PREPL, fluorescence polarization activity-based probe; inhibition, % at 5.96 µM; actives 0.68% (n = 320,000); in the data active means inhibition above about 43%;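 further: 0% = enzyme with DMSO and 100% = wells lacking enzyme; many of its hits are not listed in these tables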
# PP1 inh – counter-screen for PP5 inhibitors: inhibitors of human PP1-alpha | P62136 | purified PP1alpha, OMFP fluorescence | inhibition, % at 6.7 µM | actives 0.9% (n = 320,000) | AID 2235;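 active means inhibition above the mean inhibition of all tested compounds plus 3 SD, computed separately for each screening campaign, cut at about 15% in these data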
# Efflux pump inh – antifungal efflux pump inhibition, Nile Red retention | S. cerevisiae Candida pump triplex | inhibition, % at 10 µM | actives 0.44% (n = 330,000) | AID 485275;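 active means plate passing quality check with inhibition over a set limit, or well fluorescence over plate mean plus 4 SD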;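 further: Nile Red retained in pooled yeast measured as flow cytometry median fluorescence; 0% = buffer negative control and 100% = Enniatin B positive control; higher means more Nile Red kept so more efflux inhibition; some compounds called inactive have numbers as strong as hits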
# EBNA-1 inh – blocks EBNA-1 binding to DNA | EBNA-1 DNA binding, fluorescence polarization | inhibition, % at 14.8 µM | actives 0.34% (n = 300,000) | AID 1950; in the data active means inhibition above about 28%
# ZTA counter – ZTA (EBV) inhibition in EBNA-1 counter-screen. inhibition, % at 11 µM. actives 0.15% (n = 320,000). ZTA-DNA binding, fluorescence polarization. AID 2234; in the data active means inhibition above about 33%
# Target sequence (P03206 whole entry, looked up): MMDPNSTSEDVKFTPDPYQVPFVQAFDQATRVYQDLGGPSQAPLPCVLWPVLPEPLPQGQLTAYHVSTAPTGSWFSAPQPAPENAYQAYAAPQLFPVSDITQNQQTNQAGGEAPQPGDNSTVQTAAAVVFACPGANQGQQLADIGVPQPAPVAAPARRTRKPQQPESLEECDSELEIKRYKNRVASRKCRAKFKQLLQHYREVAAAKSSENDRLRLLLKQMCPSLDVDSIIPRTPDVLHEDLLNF
# PP5 primary – inhibitors of human protein phosphatase 5 (PP5); P53041; purified PP5c, OMFP substrate fluorescence; inhibition, % at 6.7 µM; actives 0.18% (n = 320,000); AID 1987;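 active means inhibition above the campaign's mean inhibition across all tested compounds plus 3 SD, cut at about 9.5% in these data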;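 further: 0% = DMSO only and 100% = 100 µM cantharidin control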
# Target sequence (P53041 whole entry, looked up): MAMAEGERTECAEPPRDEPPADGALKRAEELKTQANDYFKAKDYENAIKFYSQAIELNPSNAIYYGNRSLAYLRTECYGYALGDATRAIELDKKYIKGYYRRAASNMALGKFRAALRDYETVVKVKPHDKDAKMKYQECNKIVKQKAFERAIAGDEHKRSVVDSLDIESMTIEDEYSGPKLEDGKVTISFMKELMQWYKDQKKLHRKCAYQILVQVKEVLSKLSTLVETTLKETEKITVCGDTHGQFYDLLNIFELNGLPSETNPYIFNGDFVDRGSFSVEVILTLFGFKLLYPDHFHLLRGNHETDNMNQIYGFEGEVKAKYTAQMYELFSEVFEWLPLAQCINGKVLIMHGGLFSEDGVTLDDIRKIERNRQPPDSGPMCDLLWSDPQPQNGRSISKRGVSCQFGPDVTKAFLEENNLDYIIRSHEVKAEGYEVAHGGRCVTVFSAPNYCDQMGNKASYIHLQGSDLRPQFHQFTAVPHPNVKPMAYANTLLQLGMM
# Fh CTSL1 inh – counter-screen for PFM18AAP inhibitors: inhibitors of F. hepatica cathepsin L1. recombinant F. hepatica cathepsin L1, Z-Leu-Arg-MCA fluorescence. inhibition, % at 5.96 µM. actives 0.49% (n = 300,000). AID 1906;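 active means inhibition above the mean of all tested compounds plus 3 SD, set per screening campaign, cut at about 17% in these data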;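 further: 0% = plate median of test compound wells and 100% = 1 µM Z-Phe-Ala-diazomethylketone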
# HCV core dimer – blocks dimerization of HCV core protein; TR-FRET GST/Flag-core106 dimerization, 1536-well; inhibition, % at 5 µM; actives 0.33% (n = 300,000); AID 1899;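 active means inhibition above the mean of all tested compounds plus 3 SD, set per screening campaign, cut at about 45% in these data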
#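 System – GST-tagged and Flag-tagged HCV core protein residues 1-106 · Repeats – one well for each compound · Technique – TR-FRET 671 and 617 nm emission · Doses – one concentration, 5 µM, in 0.5% DMSO · Times – 4 h, 22.5 °C incubation · Also added – Eu donor and XL665 acceptor anti-tag antibodies · Measure – percent inhibition of core106 dimerization signal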
# Starred values were filed as active, the others as inactive. These rows are one share of the data; count on the stated rates, not on these rows.
# The opening 15 records, to show the layout:
SMILES,TPT1 inh,PREPL inhibitor,PP1 inh,Efflux pump inh,EBNA-1 inh,ZTA counter,PP5 primary,Fh CTSL1 inh,HCV core dimer
CC(=O)c1ccc(Sc2ccc(C(C)=O)cc2)cc1,-1.0,-2.6,-2.4,0.3,-3.2,-8.2,2.3,3.7,0.8
CCOC(=O)c1c(C)[nH]c(C)c1C(=O)CSc1nc2ccccc2n1CCOC,1.6,-3.9,-1.4,0.1,6.3,4.3,0.7,-0.7,-1.2
CCOc1ncccc1C(=O)Nc1ccc2c(c1)OCO2,2.0,-5.7,1.5,-0.1,-4.0,-2.7,-0.1,0.9,0.6
CCn1c(SCc2nc3sc(C(=O)O)c(C)c3c(=O)[nH]2)nc2ccccc21,30.8*,-6.8,-0.9,-0.2,10.3,24.6,-0.9,0.0,-4.9
COCC1CCCN(C(=O)c2ccc3oc(Cc4ccc(Cl)cc4)nc3c2)C1 (stereo not drawn),0.9,15.3,2.0,0.5,-5.1,2.8,4.1,-2.2,-3.1
O=C(/C=C/c1cccs1)Nc1ccc(N2CCOCC2)c(S(=O)(=O)Nc2cc(Cl)ccc2Cl)c1,6.1,0.4,-2.5,-0.1,-3.1,-2.5,4.2,0.4,33.8
O=C(CSc1ccc(-c2cccnc2)nn1)c1ccc([N+](=O)[O-])cc1,-3.4,-0.4,4.0,0.1,2.4,2.5,-0.4,2.3,30.3
CC1Cc2ccccc2N1c1ncnc2nc[nH]c12 (stereo not drawn),-3.5,-5.9,1.2,-0.1,5.1,3.4,0.3,0.6,-1.6
Cc1csc(NC(=O)Cc2ccc(Br)cc2)n1,3.0,-2.2,1.1,0.2,-5.4,8.0,0.7,0.3,4.4
O=C(C1CCN(c2nnc(-n3cccc3)s2)CC1)N1CCOCC1,-4.6,-2.4,2.4,-0.3,-3.6,-2.4,-0.4,0.1,-4.4
COC(=O)/C=C1\N/C(=N\c2nc(C)cc(C)n2)N(c2ccccc2)C1=O,-1.4,-2.3,-2.8,-0.1,-8.5,-1.3,3.5,-1.8,0.7
COc1ccc(Br)cc1CN1CCN(Cc2c[nH]c3ccccc23)CC1,-2.2,6.0,3.5,0.0,-3.9,2.6,2.9,0.7,-0.6
O=C(O)C1C2C=CC(O2)C1C(=O)NCCC1=CCCCC1 (stereo not drawn),0.9,16.2,-6.0,0.0,-5.2,2.9,1.9,0.7,0.2
COc1ccc(C[C@H]2c3cc(O)c(OC)cc3CC[N+]2(C)[O-])cc1O (stereo partly drawn),0.8,1.9,-2.5,0.0,5.0,9.8,3.3,2.2,-28.6
N=c1c(C(=O)NC2CCCC2)cc2c(=O)n3ccccc3nc2n1CCN1CCOCC1,-3.9,6.6,0.3,-0.1,0.9,19.7,0.2,-3.0,0.2

# All compounds of this part (from the top)
SMILES,TPT1 inh,PREPL inhibitor,PP1 inh,Efflux pump inh,EBNA-1 inh,ZTA counter,PP5 primary,Fh CTSL1 inh,HCV core dimer
CC(=O)c1ccc(Sc2ccc(C(C)=O)cc2)cc1,-1.0,-2.6,-2.4,0.3,-3.2,-8.2,2.3,3.7,0.8
CCOC(=O)c1c(C)[nH]c(C)c1C(=O)CSc1nc2ccccc2n1CCOC,1.6,-3.9,-1.4,0.1,6.3,4.3,0.7,-0.7,-1.2
CCOc1ncccc1C(=O)Nc1ccc2c(c1)OCO2,2.0,-5.7,1.5,-0.1,-4.0,-2.7,-0.1,0.9,0.6
CCn1c(SCc2nc3sc(C(=O)O)c(C)c3c(=O)[nH]2)nc2ccccc21,30.8*,-6.8,-0.9,-0.2,10.3,24.6,-0.9,0.0,-4.9
COCC1CCCN(C(=O)c2ccc3oc(Cc4ccc(Cl)cc4)nc3c2)C1 (stereo not drawn),0.9,15.3,2.0,0.5,-5.1,2.8,4.1,-2.2,-3.1
O=C(/C=C/c1cccs1)Nc1ccc(N2CCOCC2)c(S(=O)(=O)Nc2cc(Cl)ccc2Cl)c1,6.1,0.4,-2.5,-0.1,-3.1,-2.5,4.2,0.4,33.8
O=C(CSc1ccc(-c2cccnc2)nn1)c1ccc([N+](=O)[O-])cc1,-3.4,-0.4,4.0,0.1,2.4,2.5,-0.4,2.3,30.3
CC1Cc2ccccc2N1c1ncnc2nc[nH]c12 (stereo not drawn),-3.5,-5.9,1.2,-0.1,5.1,3.4,0.3,0.6,-1.6
Cc1csc(NC(=O)Cc2ccc(Br)cc2)n1,3.0,-2.2,1.1,0.2,-5.4,8.0,0.7,0.3,4.4
O=C(C1CCN(c2nnc(-n3cccc3)s2)CC1)N1CCOCC1,-4.6,-2.4,2.4,-0.3,-3.6,-2.4,-0.4,0.1,-4.4
COC(=O)/C=C1\N/C(=N\c2nc(C)cc(C)n2)N(c2ccccc2)C1=O,-1.4,-2.3,-2.8,-0.1,-8.5,-1.3,3.5,-1.8,0.7
COc1ccc(Br)cc1CN1CCN(Cc2c[nH]c3ccccc23)CC1,-2.2,6.0,3.5,0.0,-3.9,2.6,2.9,0.7,-0.6
O=C(O)C1C2C=CC(O2)C1C(=O)NCCC1=CCCCC1 (stereo not drawn),0.9,16.2,-6.0,0.0,-5.2,2.9,1.9,0.7,0.2
COc1ccc(C[C@H]2c3cc(O)c(OC)cc3CC[N+]2(C)[O-])cc1O (stereo partly drawn),0.8,1.9,-2.5,0.0,5.0,9.8,3.3,2.2,-28.6
N=c1c(C(=O)NC2CCCC2)cc2c(=O)n3ccccc3nc2n1CCN1CCOCC1,-3.9,6.6,0.3,-0.1,0.9,19.7,0.2,-3.0,0.2
CCOCCCNC(=O)c1ccc(CS(=O)(=O)Cc2cccc(C)c2)o1,-0.3,3.9,-1.0,0.0,-4.1,-6.6,-1.4,1.7,0.3
CCC(=O)NC(=S)Nc1cccc(NC(=O)CC)c1,-2.8,6.8,-1.7,-0.1,5.2,-6.7,-0.2,-0.4,-2.4
Cc1[nH]c2ccccc2c1/C=C(\C#N)C(=O)NCc1ccccc1,30.7*,-1.6,0.1,0.1,-5.6,4.7,3.9,2.4,1.7
CCCNC(=S)N1CCC(c2nc3cc(C)c(C)cc3[nH]2)CC1,-0.6,0.9,-1.3,0.0,-5.8,5.2,0.9,-3.4,0.1
CSc1nc2ccc(S(N)(=O)=O)cc2s1,-1.1,10.2,-1.6,12.4*,-7.8,4.8,2.3,2.1,-7.1
O=C(O)c1csc(-c2cccs2)n1,-0.7,1.1,-0.1,-0.1,12.1,5.6,-1.6,-0.8,1.7
Cn1c(=O)c2c(nc(SCCN3CCCCC3)n2Cc2ccccc2)n(C)c1=O,4.0,-11.0,-4.1,0.1,-7.0,-8.7,0.2,7.3,0.1
O=C(NCc1ccc(Cl)cc1)c1ccc(-n2cccn2)nc1,-0.4,-2.3,0.6,0.0,6.6,11.9,-0.8,0.7,-0.4
CCn1c(SCC(=O)NCc2ccccc2)nc2c(c1=O)SC(C)C2 (stereo not drawn),-2.2,9.8,2.5,-0.1,-5.4,-7.3,2.2,-2.5,-1.1
CCN(CC)c1ccc(/C=N\NC(=O)c2cccc3cc[nH]c23)cc1,-3.6,15.2,10.6,0.0,-13.1,-24.9,4.0,-0.8,-7.6
Cc1nn(Cc2cccc(C(=O)Nc3ccn(Cc4ccccc4)n3)c2)c(C)c1[N+](=O)[O-],3.4,8.1,1.0,-0.2,-1.3,-2.3,4.3,8.4,-4.2
O=C(NCc1cccnc1)c1ccc(=O)oc1,-1.9,-3.6,-0.2,0.1,13.2,17.1,-0.4,1.9,3.4
O=C(Nc1cccc(-c2nc3ncccc3o2)c1)c1cc2ccccc2o1,-2.0,-39.0,2.7,0.0,-4.3,-17.1,3.2,2.3,10.6
COc1ccc(OCc2nnc(SCC(=O)O)n2N)cc1,-1.9,-0.9,-4.9,0.2,-5.8,-25.4,2.1,-10.2,-0.9
Nc1nc2sc3c(c2cc1C(=O)NCC(=O)O)CCCC3,-0.5,2.2,-4.0,-0.1,-9.7,7.7,-1.9,6.0,1.2
CCCCn1c(N)c(N(CCC(C)C)C(=O)CCCc2nc3ccccc3s2)c(=O)[nH]c1=O,0.7,6.0,-9.6,0.3,-0.4,6.1,2.3,-0.3,-9.4
CN(C)Cc1c(C(=O)N/N=C/c2ccccc2OCc2c(F)cccc2Cl)nnn1-c1nonc1N,-0.4,13.8,10.4,-0.1,-17.2,14.4,4.7,-2.6,23.1
CS(=O)(=O)N1CCc2cc(C(=O)Nc3ccc(COCC(F)(F)F)cc3)ccc21,-2.5,16.3,-5.0,0.0,-19.5,-18.9,-7.5,3.8,-3.2
COc1ccc(CCNC(=O)C2CCN(C(=O)c3ccc(C(C)(C)C)cc3)CC2)cc1OC,-2.8,-2.8,-2.6,-0.1,-0.2,-8.7,3.6,-0.9,1.8
O=[n+]1c2c(n([O-])c3cc(F)c(F)cc31)CCCC2,-8.3,-0.2,-1.3,-0.1,8.6,3.8,1.6,-0.2,-8.5
CCCc1cc(C(=O)Nc2cc(Br)ccc2O)no1,0.2,-1.8,1.1,0.1,-3.2,-16.6,4.2,0.9,-11.7
O=C(C=C1NCCN1)c1ccccc1,-0.1,13.2,-4.9,0.0,-1.6,-1.9,-0.2,-2.2,-3.1
CCC1CCc2c(sc(N)c2C(N)=O)C1 (stereo not drawn),6.8,3.2,-1.5,-0.1,-13.3,-8.2,3.3,-2.3,12.1
c1cc(-c2nsc(-c3ccncc3)n2)ccn1,-3.6,0.1,-2.1,0.0,-3.0,11.6,-0.5,1.5,4.2
O=c1c2ccccc2nc(SCCN2CCCCC2)n1CCc1ccccc1,-5.6,-12.4,2.4,0.0,-3.7,-11.9,1.8,-2.4,3.5

# With a hit mark in Efflux pump inh, among the entries above:
SMILES | TPT1 inh | PREPL inhibitor | Efflux pump inh | EBNA-1 inh | PP5 primary | HCV core dimer
CSc1nc2ccc(S(N)(=O)=O)cc2s1 | -1.1 | 10.2 | 12.4* | -7.8 | 2.3 | -7.1

# (more compounds)
SMILES,TPT1 inh,PREPL inhibitor,PP1 inh,Efflux pump inh,EBNA-1 inh,ZTA counter,PP5 primary,Fh CTSL1 inh,HCV core dimer
CCOc1ccc(NC(=O)CN(C)C(=O)c2c(-c3ccccc3Cl)noc2C)cc1OCC,0.1,0.5,-3.3,0.1,-5.8,7.8,-1.5,1.8,0.8
CCOC(=O)N1CCN(C(=S)NC(=O)c2c(-c3c(Cl)cccc3Cl)noc2C)CC1,-0.2,3.4,1.4,0.0,3.9,-10.1,-0.2,1.3,-1.2
CC(=O)c1cc(NC(=O)c2ccccc2)c(=O)oc1/C=C/N(C)C,110.0*,0.7,5.8,-0.1,0.1,-5.0,-0.5,9.3,-17.6
CN(C)S(=O)(=O)c1cccc(NC(=O)COC(=O)/C=C/c2ccc(Br)o2)c1,5.0,-7.8,-0.3,0.1,5.5,29.6,1.2,-5.6,1.9
Cc1ccc(C2CC(=O)Nc3sc(C(N)=O)c(N)c32)cc1 (stereo not drawn),-5.0,13.0,-3.5,-1.0,9.4,-2.6,0.9,7.0,-3.0
Cc1ccc(C2=N/C(=C\c3cccs3)C(=O)N2Nc2ccccc2)cc1,4.1,-8.0,9.3,0.0,-3.3,4.2,3.5,-0.9,29.9
Oc1ccccc1-c1nc2ccccc2nc1-c1ccccc1,1.4,-11.5,-2.4,-0.1,-0.4,-3.8,0.7,-0.6,-0.1
